Compound activity deposited in PubChem BioAssay by National Center for Advancing Translational Sciences (NCATS).
FBPA Giardia inh – qHTS Assay for Inhibitors of Fructose-1,6-bisphosphate Aldolase from Giardia Lamblia; purified Giardia FBPA; Potency, µM (titrated, usually from 59.6 µM), for the others: top-dose activity, negative = inhibition, most hits filed as inhibitors; 290,000 compounds, 0.71% hits; AID 2451, 2010; also: potency is read from the fitted curve at half-maximal effect; % is scaled to controls: 0 for no effect and ±100 for the full control effect; nearly all actives have a fitted effect of over 55% in size
Target sequence (A8B2U2 whole entry, looked up): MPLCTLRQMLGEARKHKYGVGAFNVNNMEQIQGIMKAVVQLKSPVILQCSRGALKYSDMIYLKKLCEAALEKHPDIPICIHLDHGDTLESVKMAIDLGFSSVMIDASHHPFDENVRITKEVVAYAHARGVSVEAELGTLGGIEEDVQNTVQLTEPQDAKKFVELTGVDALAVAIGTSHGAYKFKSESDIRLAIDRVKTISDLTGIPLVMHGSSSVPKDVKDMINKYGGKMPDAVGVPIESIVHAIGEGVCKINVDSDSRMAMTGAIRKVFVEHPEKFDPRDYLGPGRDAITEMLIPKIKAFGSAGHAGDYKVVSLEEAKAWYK
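Giardia FBPA (40 nM reagent) was preincubated 10 min at RT with compound (up to 57.5 uM final), then substrate plus GAPDH/TPI/NAD/arsenate coupling system with diaphorase/resazurin was added; resorufin fluorescence (525/598 nm) was read after 20 min.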
Pf growth 96h – Primary qHTS for delayed death inhibitors of the malarial parasite plastid, 96 hour incubation; AID 504834, 2011; P. falciparum luciferase reporter growth, 96 h; Potency, µM (highest dose often 28.7 µM), inactives show at the highest dose activity change, negative = inhibition, actives largely listed as inhibitors; 320,000 compounds, 6.9% hits; also: potency is read from the fitted curve at half-maximal effect; % is scaled to controls: 0 for no effect and ±100 for the full control effect
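Two parasite generations (96 h, 37 C, 5% CO2) of compound exposure in infected erythrocytes (0.05% parasitemia, 2% hematocrit). Luciferase-reporter P. falciparum; decreased luminescence indicates inhibited growth, aimed at apicoplast-acting delayed death.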
Pf growth 48h – Primary qHTS for delayed death inhibitors of the malarial parasite plastid, 48 hour incubation; P. falciparum luciferase growth in erythrocytes, 48 h; Potency, µM (doses to about 28.7 µM), without a hit: at the top dose activity change, negative = inhibition, hits mostly inhibitors; 310,000 compounds, 5.9% hits; also: potency is read from the fitted curve at half-maximal effect; % is scaled to controls: 0 for no effect and ±100 for the full control effect
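Here the parasites carry a stable luciferase gene and grow inside erythrocytes in Albumax-based RPMI medium with compound for one erythrocytic cycle. Activity is scored as loss of luminescent signal.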
Sm TGR inh – qHTS Assay for the Inhibitors of Schistosoma Mansoni Peroxiredoxins | Schistosoma mansoni thioredoxin glutathione reductase (TGR), Q962Y6 | purified TGR, DTNB reduction, TNB absorbance 405 nm | Potency, µM (doses to about 114 µM), without a hit: at the top dose activity change, negative = inhibition, hits mostly inhibitors | 360,000 compounds, 3% hits; also: potency is read from the fitted curve at half-maximal effect; % is scaled to controls: 0 for no effect and ±100 for the full control effect; nearly all actives have a fitted effect of over 60% in size
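Kinetic colorimetric format: TGR-catalysed, NADPH-driven DTNB reduction monitored via TNB absorbance. Enzyme dispensed at 20 nM; compound exposure 15 min at room temperature before reaction start.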
Shiga toxin inh – A qHTS for Small Molecule Inhibitors of Shiga Toxin. Vero cells, Shiga toxin protein synthesis inhibition reporter. inhibition, % at 38.7 µM. 290,000 compounds, 9.2% hits. AID 2315, 2010; in the data active = inhibition mostly above about 28%, no sharp cut-off; inactive = mostly below about 43%; also: 0% is about no effect
Cycloheximide cs – Cycloheximide Counterscreen for Small Molecule Inhibitors of Shiga Toxin | max response, % | cell reporter, cycloheximide protein synthesis inhibition counterscreen | 300,000 compounds, 12% hits; in the data active = max response mostly above about 13%, no sharp cut-off; inactive = mostly below about 14%; also: read at 38.3 µM for the half of the compounds with a filed dose; 0% is about no effect
* = called active by the depositor; ? = inconclusive; · = not tested or not shown; & = joins results of further samples; [ ] = dose if it differs, or a comment. Unless noted, calls follow the shape of the dose curve; as a rule, active = well fitted curve in the direction sought with a large enough effect; inconclusive = small, poorly fitted or top-dose-only effect, or another doubt; inactive = no such curve, though single readings can be large; an effect the other way counts as inactive or inconclusive.

1. Cc1ccc(NC(=O)CS(=O)CC(=O)Nc2ccc3c(c2)OCO3)cc1Cl (stereo unspecified)
2. C=CCn1c(C)cc(-c2csc(N)n2)c1C
3. O=C(NN(C(=O)c1ccccc1)c1ccccc1)c1ccccc1
4. CC(C)(CO)CNC(=O)CCc1nnc(Cc2ccc(-c3ccccc3)cc2)o1
5. N#CC1=C2SCN(Cc3ccco3)CN2C(=O)CC1c1ccc(Cl)cc1 (stereo unspecified)
6. O=c1[nH]c2cc(S(=O)(=O)CCO)ccc2o1
7. CCCc1[nH]n(-c2ccc([N+](=O)[O-])cc2)c(=O)c1C=NCCc1ccc(OC)c(OC)c1
8. COC(=O)c1cccc(NC(=O)/C=C/c2cccc([N+](=O)[O-])c2)c1

entry no.	1	2	3	4	5	6	7	8
FBPA Giardia inh	-3%	-22%	5%	4%	?	-7%	0%	2%
Pf growth 96h	?	·	27%	16%	?	25%	0%	346%[activator]
Pf growth 48h	3%	0%	?	?	?	6%	21%	74%[activator]
Sm TGR inh	-19%	-6%	-6%	·	-3%	13%	0%	10%
Shiga toxin inh	27	-5	-3	29	34	-3	-2	52
Cycloheximide cs	-3	-8	-3	1	-7	2	12	15*

9. CCCc1ccc(-c2c(C)sc(N)c2C#N)cc1
10. COc1cccc(CC2(CO)CCN(S(=O)(=O)N(C)C)CC2)c1
11. CC(C)=NOc1nc(N2CCOCC2)nc(N2CCOCC2)n1
12. Cc1cc(NC(=O)C(C)SCC(=O)OCc2c(Cl)cccc2Cl)no1 (stereo unspecified)
13. COc1cccc(C(=O)Nc2cccc(OCC(=O)O)c2)c1
14. O=C(CCN1CCN(C(c2ccccc2)c2ccccc2)CC1)N/N=C/c1ccc(O)cc1O
15. O=c1cc(-c2cccnc2)oc2c1ccc1ccccc12
16. Cc1c(N(C(=O)Nc2ccccc2)C2=NCC(C)S2)c(=O)n(-c2ccccc2)n1C (stereo unspecified)

entry no.	9	10	11	12	13	14	15	16
FBPA Giardia inh	-16%	0%	4%	-7%	2%	-14%	-1%	0%
Pf growth 96h	?	-27%	0%	?	18%	5.2µM*	?	43%[activator]
Pf growth 48h	·	14%	37%[activator]	-18%	·	?	-1%	43%[activator]
Sm TGR inh	3%	4%	3%	-19%	-2%	-8%	4%	-9%
Shiga toxin inh	26	-8	-7	11	-20	-17	-7	35
Cycloheximide cs	20	1	1	10	9	-5	-2	19

17. CN(Cc1ccccc1C#N)S(=O)(=O)c1cccs1
18. Cc1cccc(NC(=O)c2ccccc2OCC(=O)N2CCOCC2)c1C
19. O=C1Nc2ccccc2C1Cc1nc2ccccc2c(=O)n1-c1ccccc1 (stereo unspecified)
20. CCn1cc(S(=O)(=O)Nc2ccc(C)c(Cl)c2)cn1
21. Cc1ccc(S(=O)(=O)N2CCC(=O)N(C(COCc3cccc(Cl)c3)C(C)C)CC2)cc1 (stereo unspecified)
22. CCN(CCCNC(=O)CNC(=O)Cn1cnc2ccccc2c1=O)c1ccccc1
23. Cc1cc(-c2nc3ccccc3o2)c2ccccc2n1
24. O=C(CC12CC3CC(CC(C3)C1)C2)N1CCOCC1

entry no.	17	18	19	20	21	22	23	24
FBPA Giardia inh	-19%	2%	?	15%	-9%	-5%	-1%	-1%
Pf growth 96h	8%	6%	?	0%	10µM*	-6%	?	·
Pf growth 48h	2%	-19%	?	30%[activator]	15µM*	10%	10%	-14%
Sm TGR inh	7%	7%	-1%	-2%	-16%	6%	12%	1%
Shiga toxin inh	34	4	5	-10	-19	-18	13	-5
Cycloheximide cs	7	-1	8	-3	-4	9	-3	-1

Record cards (already shown). Order of values: FBPA Giardia inh	Pf growth 96h	Pf growth 48h	Sm TGR inh	Shiga toxin inh	Cycloheximide cs
`O=C1Nc2ccccc2C1Cc1nc2ccccc2c(=O)n1-c1ccccc1` (stereo unspecified) as listed: ?	?	?	-1%	5	8
`CCN(CCCNC(=O)CNC(=O)Cn1cnc2ccccc2c1=O)c1ccccc1` as listed: -5%	-6%	10%	6%	-18	9
`Cc1cc(-c2nc3ccccc3o2)c2ccccc2n1` as listed: -1%	?	10%	12%	13	-3
`Cc1cccc(NC(=O)c2ccccc2OCC(=O)N2CCOCC2)c1C` as listed: 2%	6%	-19%	7%	4	-1

Later entries.
25. CCCC1=C(C(=O)OCC)C(c2cccs2)C(C#N)=C(N)O1 (stereo unspecified)
26. CCCc1ccc(C(=O)NNC(=O)c2ccc(Br)cc2)cc1
27. CCOC(=O)c1ccc[n+](C(C)C(=O)c2ccc(-c3ccccc3)cc2)c1 (stereo unspecified)
28. CN(C)C(=O)N1CCNCC1
29. CN(C)c1ccc(C(=O)OCC(=O)NCCNC(=O)COC(=O)c2ccc(N(C)C)cc2)cc1
30. CC1CCCC(NC(=O)C2COc3ccccc3O2)C1C (stereo unspecified)
31. CCOC(=O)CNC(=O)CSc1ccc(-c2nc3ccccc3[nH]2)cn1
32. O=C(NCc1ccccc1)C(c1ccc(O)cc1)N(C(=O)Cn1nnc(-c2cccs2)n1)c1ccc2c(c1)OCCO2 (stereo unspecified)

entry no.	25	26	27	28	29	30	31	32
FBPA Giardia inh	-16%	-1%	2%	-1%	·	·	-2%	-5%
Pf growth 96h	?	-8%	-14%	21%	112%[activator]	3%	35%[activator]	-8%
Pf growth 48h	·	-2%	16%	29%	132%[activator]	19%	28%	12µM*
Sm TGR inh	?	-1%	-9%	-16%	4%	-3%	-15%	-11%
Shiga toxin inh	-14	-4	14	-13	71*	·	5	15
Cycloheximide cs	-2	7	4	-4	30*	·	3	-2

33. COc1ccccc1NC(=O)Cn1cnc2sc(C(=O)NCc3ccco3)c(C)c2c1=O
34. O=C(Nc1cccnc1)c1ccc(Oc2ccccc2)cc1
35. CSCCC(NC(=O)c1ccco1)C(=O)N1CCN(Cc2ccccc2)CC1 (stereo unspecified)
36. COc1cc(C#N)c(N=C(SCC#N)N2CCOCC2)cc1OC
37. CCOC(=O)Cc1csc(NS(=O)(=O)c2ccc3c4c(cccc24)C(=O)N3CC)n1
38. O=C(NC1CCCc2ccccc21)c1ccc([N+](=O)[O-])cc1 (stereo unspecified)
39. C/C(=N\NC(=O)C(c1ccccc1)c1ccccc1)c1ccc(O)cc1
40. C=CCS(=O)(=O)c1cccc2cccnc12

entry no.	33	34	35	36	37	38	39	40
FBPA Giardia inh	6%	-16%	·	0%	-15%	-3%	-3%	?
Pf growth 96h	16%	·	7%	-17%	3%	6%	?	-18%
Pf growth 48h	-19%	135%[activator]	-1%	14%	27%	2%	?	0%
Sm TGR inh	-19%	5%	-17%	-1%	6%	1%	-14%	-4%
Shiga toxin inh	16	38*	·	-4	11	2	-16	-1
Cycloheximide cs	8	34*	·	-3	-1	2	3	-1

41. Cc1ccccc1C(=O)NCC(=O)OCCOc1ccc(C(C)C)c(C)c1
42. Oc1ccc2c(c1)[C@@]13CCCCC1[C@@H](C2)N(CC1CCC1)CC3 (stereo partly specified)
43. CCC(C)/C(C)=N/NC(=O)C1COc2ccccc2O1 (stereo unspecified)
44. COc1cccc(CNC(=O)Cn2ncc3c(=O)oc4ccccc4c32)c1
45. CCOP(=O)(OCC)c1nc(-c2ccc(F)cc2)oc1NCc1ccccc1
46. O=C(Nc1ccncc1)C1CCN(S(=O)(=O)c2cccs2)CC1
47. Cc1c(C#N)c(O)[nH]c(=O)c1N=Nc1ccc(Cl)c(C(=O)O)c1
48. CC(=O)Nc1cc2c3c(c1)CC(=O)N3CCC2

entry no.	41	42	43	44	45	46	47	48
FBPA Giardia inh	·	-6%	-1%	2%	-1%	3%	6%	-4%
Pf growth 96h	2%	·	-8%	11%	?	?	9%	17%
Pf growth 48h	9%	·	-20%	14%	?	-23%	34%[activator]	27%
Sm TGR inh	?	·	1%	-1%&-6%	-2%	13%	5%	-10%
Shiga toxin inh	·	-8	-8	-20	-19	-17	-3	6
Cycloheximide cs	·	-7	8	-3	-1	1	-5	10

49. COc1ccc(N2CCN(S(=O)(=O)c3ccc(-n4cnnn4)c(C)c3)CC2)cc1
50. CCOC(=O)C1(CCc2ccccc2)CCN(C(=O)C2CCCO2)CC1 (stereo unspecified)
51. COc1ccc(NS(=O)(=O)Cc2ccccc2Cl)cn1
52. CC1CN(C(=O)COC(=O)Cc2c(F)cccc2Cl)CC(C)O1 (stereo unspecified)
53. C/C(=N\NC(=O)c1ccccc1-n1cccc1)C1CC1
54. CCOc1ccccc1NC(=O)CSc1nnc(-c2ccncc2)o1
55. O=C(NCC(c1ccco1)N1CCc2ccccc21)c1ccccc1Cl (stereo unspecified)
56. Cc1ccc(CNC(=O)C2CCN(C(=O)c3cccc(Cl)c3)CC2)cc1

entry no.	49	50	51	52	53	54	55	56
FBPA Giardia inh	6%	2%	6%	·	0%	·	·	3%
Pf growth 96h	23%	?	7%	-7%	72%[activator]	24%	-1%	32%[activator]
Pf growth 48h	8%	-5%	7%	-13%	23%	21%	?	1%
Sm TGR inh	1%	-1%	-1%	-19%	-2%	-7%	-1%	0%
Shiga toxin inh	-10	3	-4	·	-4	·	·	-13
Cycloheximide cs	-2	13	12	·	-3	·	·	4

57. N#CC1(NC(=O)COC(=O)c2nc(Cl)c(Cl)c(N)c2Cl)CCCCC1
58. O=C(CSc1ccc2c(c1)OCCO2)Nc1ccc2c(c1)OCO2
59. CN(C)S(=O)(=O)c1cccc(-c2cn3ccccc3n2)c1
60. CCC(=O)Nc1ccc(S(=O)(=O)Nc2ccccn2)cc1
61. COc1cccc(C(=O)NNC(=O)C(=O)Nc2ccc(C)c(Cl)c2)c1
62. COc1ccc(-c2nc3ccccc3s2)cc1NC(C)=O
63. COc1cccc(NC(=O)C2CCCN(S(=O)(=O)c3cccc4nsnc34)C2)c1 (stereo unspecified)
64. CCOC(=O)N1CCN(C(=O)CSc2nc(=O)n3ccccc3n2)CC1
65. COc1ccc(C(=O)C[n+]2cccc(C)c2C)cc1[N+](=O)[O-]
66. C[C@H](N)[C@H](O)c1cccc(O)c1

entry no.	57	58	59	60	61	62	63	64	65	66
FBPA Giardia inh	·	0%	-1%	0%	-7%	-2%	-5%	·	8%	-4%[21.7 µM]
Pf growth 96h	42%[activator]	·	10µM*	7%	14%	0%	·	13%	6%	-10%[12.8 µM]
Pf growth 48h	13%	4%	18%	30%	24%	85%[activator]	·	4%	7.4µM*	-13%[12.8 µM]
Sm TGR inh	0%	2%	0%	·	-3%	4%	0%	8%	-3%	·
Shiga toxin inh	·	-12	21	20	-6	100*	-6	·	2	·
Cycloheximide cs	·	15*	20	9	-4	35*	-1	·	5	·
